uPA surface inh: inhibitors of cell surface uPA generation; 0.31% of 330,000 active; Potency, µM (titrated, usually from 38.3 µM), inactives show at the highest dose activity change, negative = inhibition, hits mostly inhibitors; cell surface uPA generation assay, qHTS; AID 540303; active = well fitted inhibition curve with a large enough effect; inconclusive = small, poorly fitted or top-dose-only effect; inactive = no such curve, though single readings can be large or run the other way; tested in mouse RAW 264.7 cells; note: % is set by controls: 0 for no effect and ±100 for the full control effect; nearly all actives have a fitted effect of over 55% in size
CXXC DNA block: blocks binding of human MLL CXXC domain to DNA | Q03164 | 0.037% of 290,000 active | MLL-CXXC / FITC-HOXA9 DNA fluorescence polarization | Potency, µM (series often up to 115 µM), for the others: at the highest dose activity change, negative = inhibition, hits mostly inhibitors | AID 2662; active = well fitted inhibition curve with a large enough effect in the polarisation, with a control signal flat, not every such curve was filed as active; inconclusive = small, poorly fitted or top-dose-only effect, or effect the other way, or a change in a side signal; inactive = no such curve, though single readings can be large or run the other way; the % refers to the polarisation
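Fluorescence polarization: 7 uM MLL-CXXC (stock) preincubated 5 min with compounds, then 50 nM fluorescein-HOX-A9 DNA (stock) added; 30 min ambient. Buffer 50 mM Tris-HCl pH 7.5, 50 mM NaCl, 1 mM DTT, 0.05% BSA.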
VP16 counter: Gal4-VP16 reporter inhibition counter-screen; Drosophila S2 Gal4-VP16 UAS-luciferase, luminescence, 20 h; Potency, µM (series often up to 53.6 µM), for the others: top-dose activity, negative = inhibition, most hits filed as inhibitors; 3.5% of 310,000 active;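 note: Gal4-VP16 expression switched on by copper sulfate through the metallothionein promoter; % is set by controls: 0 for no effect and ±100 for the full control effect; nearly all actives have a fitted effect of over 50% in size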
MBNL1 CUG block: inhibitors of human MBNL1 binding to CUG repeat RNA; Q9NR56; TR-FRET MBNL1-His/biotin-(CUG)12 binding, 665/545 ratio; Potency, µM (titrated, usually from 57.5 µM), without a hit: at the top dose activity change, negative = inhibition, hits mostly inhibitors; 0.036% of 280,000 active; AID 2675; active = well fitted inhibition curve with a large enough effect in the signal ratio, with a control signal flat, not every such curve was filed as active; inconclusive = small, poorly fitted or top-dose-only effect, or effect the other way, or a change in a side signal; inactive = no such curve, though single readings can be large or run the other way; the % refers to the signal ratio; note: % is set by controls: 0 for no effect and ±100 for the full control effect
Target sequence (Q9NR56 whole entry, looked up): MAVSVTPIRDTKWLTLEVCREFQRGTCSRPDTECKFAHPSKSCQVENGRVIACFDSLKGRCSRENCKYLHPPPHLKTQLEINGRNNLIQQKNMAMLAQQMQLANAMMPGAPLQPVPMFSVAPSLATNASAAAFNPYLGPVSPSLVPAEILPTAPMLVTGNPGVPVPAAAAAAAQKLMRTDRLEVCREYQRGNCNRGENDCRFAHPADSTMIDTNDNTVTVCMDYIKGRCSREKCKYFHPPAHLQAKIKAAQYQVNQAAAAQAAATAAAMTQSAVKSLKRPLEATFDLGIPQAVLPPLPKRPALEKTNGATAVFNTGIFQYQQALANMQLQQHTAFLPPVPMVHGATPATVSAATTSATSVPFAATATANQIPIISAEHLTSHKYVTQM
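TR-FRET between His-tagged MBNL1 and biotin-(CUG)12 RNA, detected with Tb anti-His antibody (0.055 ng/ul) and streptavidin-XL665 (5 nM), 60 min at room temperature. Compounds titrated 92 nM to 58 uM; 665/545 nm ratio normalized to buffer and complex controls.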
ELG1 genotoxic: induces genotoxicity in HEK293T cells with luciferase-tagged ELG1; AID 504466; Potency, µM (doses to about 46 µM), without a hit: at the top dose activity change, positive = activation, most hits filed as activators; 1.3% of 330,000 active; HEK293T ELG1-luciferase reporter, luminescence, 16 h; note: % of control where 0% means no effect; nearly all actives have a fitted effect of over 60% in size
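Reporter readout depends on ELG1 protein level, which increases with genetic stress. After 16 hr compound exposure at 37 °C, luciferase activity was quantified using ONE-Glo.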
NPC1 prom act: activates the NPC1 promoter. Huh7 NPC1 promoter luciferase reporter, 24 h. Potency, µM (top dose mostly 9.22 µM), inactives show top-dose activation, hits mostly activators. 2.4% of 320,000 active. AID 485313;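 note: % of control where 0% means no effect; nearly all actives have a fitted effect of over 60% in size; reporter is driven by a mutant NPC1 promoter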
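In 1536-well qHTS, Huh7 cells harboring an NPC1 promoter–luciferase construct received compound for 24 h; activation was quantified by luminescence following luciferase reagent addition.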
p53 reactivator: re-activators of mutant p53; Potency, µM (titrated, usually from 92.2 µM), without a hit: at the top dose activity change, positive = activation, most hits filed as activators; H1299 p53-A138V BP100-luciferase reporter, luminescence, 24 h; 0.063% of 320,000 active; note: % of control where 0% means no effect; nearly all actives have a fitted effect of over 45% in size
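H1299 (p53-null), stable ts p53-A138V + BP100-Luc; 1000 cells/well, Opti-MEM/10% FBS; cpd 4 pt, 1:5; 24 h, 37 deg C, 5% CO2; detection reagent 10 min RT; luminescence.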
BRCA1 expr act: BRCA1 expression activation; MCF7-BRCA1-FFLuc reporter, luminescence, 48 h; response scale: scaled: vehicle 0%, 10 µM genistein 100%; Potency, µM (doses to about 46.1 µM), for inactives: at the top dose activation, hits mostly activators; 1.1% of 380,000 active; AID 624202; note: nearly all actives have a fitted effect of over 80% in size; some results filed as inactive show a strong effect at the top dose
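MCF7 cells carrying a BRCA1-firefly luciferase reporter (2000 cells/well, phenol-red free MEM) were attached for 2 h at 37 °C, then given compounds for 48 h. Luminescence was read 15 min after luciferase reagent; activity normalized to genistein (10 microM) and DMSO.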
FLuc counter: firefly luciferase modulation, counter-screen for miR-21 project; P08659; purified FLuc, Km substrates, luminescence inhibition; Potency, µM (highest dose often 57.5 µM), for the others: at the highest dose activity change, negative = inhibition, hits mostly inhibitors; 6.9% of 360,000 active;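 note: plate controls were vehicle for no effect and reference inhibitor for full effect; nearly all actives have a fitted effect of over 55% in size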
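Biochemical qHTS of compounds, final roughly 60 µM downward over six points, against 10 nM purified firefly luciferase using Km concentrations of substrates (10 uM D-luciferin, 10 uM ATP) in Tris acetate pH 7.5 buffer; luminescence output.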
RORg inh: blocks mouse ROR gamma transcriptional activity; P51450; Drosophila S2 Gal4-RORgamma UAS-luciferase reporter, 20 h; Potency, µM (series often up to 53.6 µM), for the others: at the top dose activity change, negative = inhibition, usual class: inhibitors; 5.4% of 310,000 active; AID 2551; note: % is set by controls: 0 for no effect and ±100 for the full control effect; nearly all actives have a fitted effect of over 60% in size
Target sequence (P51450 whole entry, looked up, the tested form may be a part): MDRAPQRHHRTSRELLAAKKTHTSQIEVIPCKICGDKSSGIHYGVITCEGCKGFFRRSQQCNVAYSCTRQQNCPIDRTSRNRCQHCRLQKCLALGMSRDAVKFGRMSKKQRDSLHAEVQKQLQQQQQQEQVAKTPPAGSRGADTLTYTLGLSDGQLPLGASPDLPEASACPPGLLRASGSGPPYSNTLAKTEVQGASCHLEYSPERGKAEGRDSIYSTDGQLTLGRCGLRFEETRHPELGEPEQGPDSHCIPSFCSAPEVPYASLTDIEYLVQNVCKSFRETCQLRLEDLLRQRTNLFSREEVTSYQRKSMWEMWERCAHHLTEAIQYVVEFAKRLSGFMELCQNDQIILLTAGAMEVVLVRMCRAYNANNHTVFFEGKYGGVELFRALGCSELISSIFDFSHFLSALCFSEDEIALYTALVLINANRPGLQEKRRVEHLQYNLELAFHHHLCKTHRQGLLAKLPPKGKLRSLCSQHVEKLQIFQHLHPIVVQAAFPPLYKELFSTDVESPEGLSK
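Luminescence from a UAS-regulated Photinus luciferase reporter in stably transfected Drosophila Schneider cells is measured; decreased signal marks ROR gamma inhibition. Fusion expression is induced by 700 uM copper sulfate for 20 hr.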
Rab9 promoter act: activates the Rab9 promoter; Huh7 Rab9 promoter-luciferase reporter, luminescence, 24 h; Potency, µM (doses to about 9.22 µM), for the others: at the highest dose activation, negative = inhibition, actives largely listed as activators; 2.8% of 320,000 active; note: % of control where 0% means no effect; nearly all actives have a fitted effect of over 60% in size
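Cell-based reporter: Huh7 stable for Rab9 promoter-driven luciferase, plated in reduced-serum medium with 10% FBS at 1500 cells/well, compound-treated 24 h at 37 °C, luminescence read after 10 min reagent.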
* hit, by the source's call; ? = inconclusive; nt = not tested or not shown; & = joins results of further samples; [ ] = another dose, or the depositor's remark. Unless noted, calls come from the whole dose curve; as a rule, active = well fitted curve in the direction sought with a large enough effect; inconclusive = small, poorly fitted or top-dose-only effect, or another doubt; inactive = no such curve, though single readings can be large; an effect the other way counts as inactive or inconclusive. Potency is the fitted concentration of half-maximal effect. Some of the compounds tested. The share of hits here may be higher or lower than overall.

SMILES	uPA surface inh	CXXC DNA block	VP16 counter	MBNL1 CUG block	ELG1 genotoxic	NPC1 prom act	p53 reactivator	BRCA1 expr act	FLuc counter	RORg inh	Rab9 promoter act
CN1CCN(CC/C=C2/c3ccccc3Sc3ccc(S(=O)(=O)N(C)C)cc32)CC1	?	5%&32%	10%	21%	nt	6%	nt	-25%	-6%	-89%	-1%
COc1ccccc1CNC(=O)c1ccc(S(=O)(=O)N(C)C)cc1	-3%	-2%	6%	0%	0%	-1%	2%	-15%	-1%	43%	-4%
O=C(Nc1cccc(NC(=O)c2ccco2)n1)c1ccco1	-2%	0%	-8%	1%	-1%	0%	nt	38%	?	?	-4%
CCC(C)(C)NC(=O)c1ccccc1Oc1ccccc1	-2%	-4%	3%	-9%	-3%	-1%	5%	21%	-1%	3%	0%
CC1(C)CC(=O)C2=C(C1)OC1=C(C(=O)CC(C)(C)C1)C2c1cc([N+](=O)[O-])cc([N+](=O)[O-])c1O	3%	-5%	-3%	?	-6%	2%	-2%	-59%	?	3%	-7%
FC(F)(F)c1ccnc(NCc2ccco2)n1	1%	-15%	-5%	-14%	1%	1%	1%	1%	-1%	2%	1%
COCCOC(=O)C1=C(C)NC(=O)CC1c1cc2c(cc1Br)OCO2 (stereo not given)	-6%	3%	13%	-4%	10%	0%	-12%	-2%	-2%	-42%	1%
CC(C)c1ccc(NC(=O)NCc2cccnc2)cc1	-6%	-8%	?	-2%	12%	4%	?	36%	-8%	53%	5%
COc1ccc(CC2(CO)CCN(Cc3cnn(C)c3C)CC2)cc1	6%	-2%	-2%	-4%	1%	-2%	-4%	-2%	1%	-21%	-4%
CCN(CC)Cc1nc2sc(C)c(C)c2c(=O)[nH]1	-27%	0%	14%	2%	0%	4%	1%	32%	1%	-33%	-30%[inhibitor]
COc1ccccc1N1CCN(/N=C/c2cccc(Cl)c2)CC1	1%	5%	?	-2%	16µM*	3.2µM*	nt	?	12µM*	?	2.2µM*
CCn1c(CNc2ccc(C)cc2C)nnc1SCC(=O)N1CCCc2ccccc21	1%	6%	-29%	?	-3%	15%	-12%	-26%	-5%	3%	0%
CCCc1cc(=O)oc2c3c(cc(OCC(=O)NCCCn4ccnc4)c12)OC(C)(C)CC3	-20%	10%	7%	13%	4%	-3%	nt	-48%	?	0%	-5%
CC(C)(C)NC(=O)NCCc1ccccc1	-1%	-13%	-22%	-15%	?	1.4µM*	5%	69%	21µM*	-36%	4µM*
CC(=O)O[C@H](COc1c2ccoc2cc2oc(=O)ccc12)C(C)(C)O	-21%	nt	nt	nt	5%	-2%	5%	28%	-28%	nt	-3%
Cc1ccc(/C=N/NC(=O)c2nnn(-c3nonc3N)c2CSc2ccccc2)s1	3%	10%	5µM*	-4%	3%	-2%	-6%	3%	1%	4µM*	-1%
CN(C)CCOC(=O)CCc1ccccc1	5%	0%	-1%	-2%	3%	-3%	29%	-3%	6%	-13%	3%
Cc1nnc(SCC(=O)Nc2c(Cl)cccc2Cl)[nH]c1=O	8%	-9%	-6%	-7%	16%	-4%	10%	2%	-4%	0%	0%
CC[C@H](C)[C@H](NS(=O)(=O)c1ccc(C)cc1)C(=O)N1CCC(C(=O)N[C@H](C(=O)O)C(C)C)CC1	nt	-8%	-1%	-12%	1%	1%	3%	1%	-1%	-11%	-11%
O=C(COC(=O)/C=C/c1ccc(C(F)(F)F)cc1)NCC1CCCO1 (stereo not given)	-1%	nt	nt	nt	1%	-5%	14%	5%	-2%	nt	-6%
Cc1ccccc1-c1nnc(-c2cccs2)o1	-14%	11%	24%	3%	?	18%	15%	4%	12µM*	-5%	?
Cc1ccc(-c2nn(CC(=O)NCC3CCCO3)c(=O)c3ccccc23)cc1 (stereo not given)	nt	1%	-2%	-2%	-1%	-4%	-5%	-2%	1%	-14%	-1%
Cc1cnc(C)c(N(C)NC(=S)Nc2ccccc2)n1	-2%	19%	-13%	-6%	-1%	2%	10%	2%	4%	-23%	2%
CC(C)C(NC(=O)c1ccco1)C(=O)NCC(c1ccco1)N(C)C (stereo not given)	-1%	1%	-5%	-5%	?	9%	2%	2%	-1%	17%	0%
Cc1ccc2c(c1)cc(C(=O)NCc1ccccc1)n2C	-1%	-5%	-1%	40%	-3%	12%	-67%[inhibitor]	22%	-9%	?	19%
CCc1nnc(NC(=O)CSc2nnc(-c3ccco3)n2CCOC)s1	0%	10%	3%	-12%	0%	-8%	-1%	27%	-18%	?	-7%
CCCn1c(N)c(C(=O)CSc2n[nH]c(-c3ccccc3F)n2)c(=O)n(C)c1=O	5%	nt	nt	nt	-9%	-4%	0%	-9%	3%	nt	0%
Cc1cc(C(=O)CC#N)c(C)n1CC(F)(F)F	11%	-4%	-11%	-5%	1%	-1%	1%	-8%	0%	14%	-1%
COc1ccc(-c2noc(-c3cc4ccccc4oc3=O)n2)cc1	nt	-15%	1%	7%	-2%	7%	1%	nt	-13%	-4%	4%
CC(C)CC(=O)N1CCN(Cc2ccc3ccccc3c2)CC1	6%	-13%	2%	-3%	-7%	3%	11%	-1%	-8%	-8%	-2%
Cn1cccc1/C=N/NC(=O)CSc1nc2ccccc2n1C	1%	-2%	6%	14%	0%	-4%	-4%	4%	-8%	20%	2%
Cc1cc(C)cc(N(CC(=O)NCc2ccccc2Cl)S(=O)(=O)c2c(C)[nH]c(=O)[nH]c2=O)c1	6%	-6%	1%	-2%	1%	-1%	-2%	2%	?	4%	0%
O=C(Nc1nc(C2C3CC4CC(C3)CC2C4)cs1)c1cc2cc([N+](=O)[O-])ccc2oc1=O (stereo not given)	1%	4%	-7%	2%	0%	-13%	3%	-2%	-5%	2%	-6%
Cc1cc(C)cc(Oc2ccc(NC(=O)C3CC=CCC3C(=O)O)cc2)c1 (stereo not given)	nt	-2%	-9%	-2%	-6%	2%	2%	-14%	?	41%	0%
CCOC(=O)C1(Cc2cccc(OC)c2)CCN(Cc2cccc3cnccc23)CC1	4%	-1%	?	17%	-12%	2%	-1%	-6%	-2%	?	2%
COc1cc(-c2nnn(CC(=O)NCc3ccccc3)n2)cc(OC)c1OC	3%	3%	-4%	-3%	-8%	-7%	-7%	-9%	-2%&-2%	29%	-5%
COC(=O)c1c(NC(=O)C(=O)NCCCN2CCOCC2)sc2c1CCCC2	23%	-3%	-11%	-3%	-11%	-1%	5%	5%	5%	-7%	-6%
Cc1ccc(C(=O)N/C(=C\c2ccc(Cl)cc2)C(=O)NCC2CCCO2)cc1 (stereo not given)	-1%	-2%	-5%	1%	15%	-6%	3%	-18%	0%	38%	0%
COc1cccc(OCCNC(=O)CSc2ccc(C(F)(F)F)cc2[N+](=O)[O-])c1	1%	6%	3.5µM*	1%	0%	-3%	0%	-14%	0%	8%	-2%
Cc1ccc(NC(=O)CC(C)N2CCCC2)cc1 (stereo not given)	-1%	5%	-2%	-2%	-1%	-1%	0%	0%	10%	27%	9%
COc1ccc(/C(C)=N/NS(=O)(=O)c2ccccc2)c(OC)c1	3%	5%	-2%	nt	-6%	-3%	-4%	-18%	-4%	8%	-3%
O=C(Cc1ccccc1)NCC(=O)OCc1ccc([N+](=O)[O-])cc1	5%	0%	4%	nt	-2%	1%	3%	0%	2%	-8%	5%
COc1ccc(N2C(=O)c3ccccc3NC2c2ccc(OC)c(COc3ccccn3)c2)cc1 (stereo not given)	-1%	5%	14%	-9%	?	?	?	6.3µM*	-2%	20%	?
COc1ccc2nc(C(F)(F)C(F)(F)F)c(C#N)c(N)c2c1	2%	-6%	-7%	47%	-1%	-2%	0%	-50%	4%	6%	-2%
COc1ccc(N/C=C2\C(=O)CCc3c2oc2cc(Cl)c(O)c(Cl)c32)cc1	-7%	?	-16%	-7%	?	-5%	-7%	-49%	?	-8%	0%
O=C(Cn1nnc(-c2ccc3c(c2)OCO3)n1)NCc1ccccc1	3%	2%	-3%	0%	3%	-1%	6%	4%	?	20%	-13%

Screening data (PubChem BioAssay)
